NPYLR7 ag = mosquito NPYLR7 agonism | activation, % at 10 µM | 0.15% of 270,000 active | HEK293T NPYLR7/Galpha15, GCaMP6s calcium fluorescence; in the data active means activation above about 40%;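 further: 0% = vehicle and 100% = reference agonist at the receptor; some compounds past the cut are filed as inactive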
hcGAS inh = human cGAS inhibition | recombinant h-cGAS, ATP depletion, Kinase-Glo luminescence | inhibition, % at 12.5 µM | 0.081% of 290,000 active | AID 1259398 | Q8N884;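 further: 0% = vehicle reaction and 100% = reaction without DNA for no activity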
Target sequence (Q8N884 whole entry, looked up): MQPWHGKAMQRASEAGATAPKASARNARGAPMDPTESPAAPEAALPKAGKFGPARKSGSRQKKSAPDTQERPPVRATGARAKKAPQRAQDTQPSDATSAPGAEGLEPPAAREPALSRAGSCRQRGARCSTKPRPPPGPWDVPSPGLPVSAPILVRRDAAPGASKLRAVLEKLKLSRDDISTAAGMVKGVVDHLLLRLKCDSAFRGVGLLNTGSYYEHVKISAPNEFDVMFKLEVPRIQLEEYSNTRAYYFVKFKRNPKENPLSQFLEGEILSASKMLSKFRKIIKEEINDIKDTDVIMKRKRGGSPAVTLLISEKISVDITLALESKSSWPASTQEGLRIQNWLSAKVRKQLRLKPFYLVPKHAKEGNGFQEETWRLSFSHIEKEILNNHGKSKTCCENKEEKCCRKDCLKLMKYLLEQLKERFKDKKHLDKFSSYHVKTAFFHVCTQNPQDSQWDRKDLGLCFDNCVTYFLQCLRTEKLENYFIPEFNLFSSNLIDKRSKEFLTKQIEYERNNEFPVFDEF
mcGAS lum = inhibitors of mouse cGAS. Q8C6L5. recombinant cGAS, Kinase-Glo ATP depletion luminescence. inhibition, % at 12.5 µM. 0.15% of 160,000 active;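 further: 0% = negative control wells and 100% = reference inhibitor with no enzyme activity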
Starred values were filed as active, the others as inactive; · = not tested or not shown; & = joins results of further samples. Unless noted, no stated cut-off is given here; in the data, active means inhibition above about 40%; inactive means the rest.

SMILES | NPYLR7 ag | hcGAS inh | mcGAS lum
CN1C(=O)c2cccc3c([N+](=O)[O-])ccc(c23)C1=O | -2.3 | -3.5 | 1.0
Cc1nnc(NC(=O)C(C)Oc2ccc(C#N)cc2)s1 (stereo not given) | -6.0 | -2.1 | ·
CCN(C)C1=C(c2c(C)[nH]n(-c3cccc(C)c3C)c2=O)C(=O)N(Cc2ccccc2)C1=O | 24.8 | -3.8 | -6.3
COc1ccc(-c2ccc(=O)n(CCNC(=O)c3ccccc3C(F)(F)F)n2)cc1 | -1.4 | -2.8 | -6.6
CNC(=O)c1ccc(C2CCCN2c2nc(CCN)nc3ccccc23)s1 (stereo not given) | -5.1 | -3.9 | ·
CC(NC(=O)N1CCCN(C2CC2)CC1)c1cccc2ccccc12 (stereo not given) | 3.7 | -5.2 | ·
Cc1ccc2oc(CN(Cc3ccccc3Cl)C(=O)c3cnn(-c4ccccc4)c3C(F)(F)F)nc2c1 | 11.1 | -1.7 | -6.1
C=CCn1c(N2CCC(C(N)=O)CC2)nc2c1c(=O)[nH]c(=O)n2C | 13.2 | -1.7 | ·
Cc1ccc(CC(=O)NNC(=O)c2cc(C)oc2C)cc1 | 15.8 | -7.2 | ·
O=C(NCCc1nc2ccccc2[nH]1)c1cc(C2CC2)n(C2CCS(=O)(=O)C2)n1 (stereo not given) | 4.5 | 0.2 | -4.4
Cc1cc(C)c(CN2CCOC3(CNCCOC3)C2)c(-n2cccn2)c1 (stereo not given) | -1.3 | 2.8 | ·
Cc1cc(Cl)ccc1N1CCN(C(=O)c2ccc3c(c2)OCO3)C(C)C1=O (stereo not given) | -0.1 | -3.5 | -6.4
Cc1[nH]c(=S)sc1CC(=O)N1CCN(C(=O)c2ccccc2OC(F)F)CC1 | 6.4 | -6.5 | -3.1
COC[C@@H]1CCCN1C(=O)c1ccc2cccc(Cl)c2n1 | 18.7 | -0.5 | ·
CCOC(=O)c1nn(-c2ccccc2)c(=O)cc1NC(=O)c1ccc(S(=O)(=O)N(C)C)cc1 | · | -4.3 | -5.9
CCOC(=O)C1=C[C@@H](OC(CC)CC)[C@H](NC(C)=O)[C@@H](N)C1 | -17.0 | 7.2 | ·
COc1ccc(-n2c(=O)c3c4c(sc3n3c(=S)[nH]nc23)COC(C)(C)C4)cc1 | -10.8 | -1.3 | ·
CC1CC(C)CN(S(=O)(=O)CCCOc2ccc3c(c2)OCO3)C1 (stereo not given) | 12.3 | -3.0 | -8.4
CCOCC(O)CNc1nncc(-c2ccc(OC)cc2OC)n1 (stereo not given) | -3.6 | -6.8 | -3.0
Cc1ccc(-c2nc3c(c(SCCO)n2)COC(C)(C)C3)cc1 | -13.8 | -8.0 | ·
CCOC1=NN(c2ccc([N+](=O)[O-])cc2)C(=O)/C1=C\c1cccc(OC)c1OC | 2.3 | -6.5 | -8.4
CCCC1CCC(c2ccc(-c3nc(C4CCCCC4)no3)cc2)CC1 (stereo not given) | -5.1 | -7.9 | -4.8
Cc1ccc2oc(-c3ccc(Cl)cc3O)nc2c1 | 1.0 | -1.4 | -5.7
Cc1nc(NCc2cccn2C)n[nH]1 | 7.9 | 0.5 | ·
Cc1ccn(CCCn2cnc(-c3ccccc3)c2-c2ccncc2)n1 | -1.7 | -6.8 | -12.7
Cc1ccc(CN(Cc2ccccc2)C(=O)CN(CCN2CCOCC2)C(=O)Nc2ccccc2C(F)(F)F)o1 | -8.5 | -9.1 | -5.8
CCOC(=O)Cc1nnc(Sc2ccc(C#N)cn2)n1C | 5.0 | -6.3 | -2.5
O=S(=O)(NNc1ccccc1)c1cc(Cl)ccc1Cl | -0.5 | -8.7 | ·
CCCC1(C2CCNCC2)NC(=O)N(CCCCF)C1=O (stereo not given) | · | -1.2 | -0.5
COc1ccc(Nc2ncccc2C(=O)N2CCCC2c2nnc3c(C(F)(F)F)cccn23)cc1 (stereo not given) | 0.0 | -7.1 | -4.4
C=CCNC(=O)Nc1ccc(CC(=O)Nc2ccccc2F)cc1 | -2.8 | -7.9 | -12.3
CN(C)c1nc(N)nc(Cn2nccc2-c2ccncc2)n1 | -3.2 | -8.9 | -13.6
CCOc1ccccc1CSc1nc2ccsc2c(=O)n1C | -7.1 | -6.7 | ·
CC(C)(C)NC(=O)C1CSCN1S(=O)(=O)Cc1ccccc1 (stereo not given) | 0.3 | -1.7 | ·
CC(C)C1(C)CC(=O)N(C(C(=O)O)c2ccccc2)C1=O (stereo not given) | 1.8 | -6.9 | -14.6
CC1CN(C(=O)OC(C)(C)C)CCN1CCCC#N (stereo not given) | 9.1 | -7.1 | ·
Cc1cccc(C)c1NC(=O)c1c(Cl)nc2sccn12 | 7.3 | -7.9 | ·
CC(=O)NCCn1c(-c2ccccc2)csc1=Nc1ccc(F)cc1 | 2.7 | -3.7 | 0.4
CCC(=O)N(CC(=O)OC)c1c(C)cccc1CC | 2.3 | -7.2 | ·
O=C(O)c1cccn(Cc2ccc(Cl)cc2)c1=O | 0.5 | -2.4 | ·
O=C(NCCN1CCCOC1=O)C(=O)NCCN1CCCOC1=O | 5.4 | -1.0 | ·
COc1ccccc1/C=C/C1=NC(=C\c2ccc(SC)cc2)/C(=O)O1 | -0.5 | -1.1 | ·
CN1CCN(P(=O)(c2cccc3ccccc23)c2cccc3ccccc23)CC1 | -1.3 | -7.2 | -7.3
COCCN(CC(=O)N(CCc1c[nH]c2ccccc12)Cc1ccc(C)cc1)C(=O)Cc1cccs1 | -3.0 | -1.1 | 0.4
CCC(=O)Nc1ccccc1-c1cc(OC)ccc1OC | 10.2 | -1.4 | ·

Reformatted as comma-separated lines: seven of the compounds above
smiles,NPYLR7 ag,hcGAS inh,mcGAS lum
COC[C@@H]1CCCN1C(=O)c1ccc2cccc(Cl)c2n1,18.7,-0.5,·
CCOC(=O)c1nn(-c2ccccc2)c(=O)cc1NC(=O)c1ccc(S(=O)(=O)N(C)C)cc1,·,-4.3,-5.9
CCOC(=O)C1=C[C@@H](OC(CC)CC)[C@H](NC(C)=O)[C@@H](N)C1,-17.0,7.2,·
COc1ccc(-n2c(=O)c3c4c(sc3n3c(=S)[nH]nc23)COC(C)(C)C4)cc1,-10.8,-1.3,·
CC1CC(C)CN(S(=O)(=O)CCCOc2ccc3c(c2)OCO3)C1 (stereo not given),12.3,-3.0,-8.4
CCOCC(O)CNc1nncc(-c2ccc(OC)cc2OC)n1 (stereo not given),-3.6,-6.8,-3.0
Cc1ccc(-c2nc3c(c(SCCO)n2)COC(C)(C)C3)cc1,-13.8,-8.0,·

(listing goes on)
SMILES | NPYLR7 ag | hcGAS inh | mcGAS lum
CC(C)C1=NOC(CNC(=O)c2scc3c2CCCC3)C1 (stereo not given) | 26.1 | -5.5 | -17.6
O=C1NCCCCC1N1CCN(c2ccccc2Cl)CC1 (stereo not given) | -1.6 | 4.7 | -0.1
Cc1ccccc1Oc1cc(N2CCSCC2)ncn1 | · | -6.8 | -4.4
CCCCCC(C)NC(=O)C(C)NC(=O)c1ccco1 (stereo not given) | -10.3 | -4.4 | ·
COc1cc(C2C3CCCC=C3C(C#N)C(=N)C2(C#N)C#N)cc(OC)c1OC (stereo not given) | 3.6 | -2.7 | ·
CCCN(CC1CC1)c1nc(-c2ccc(C(F)(F)F)cc2)ncc1C(=O)OCC | 7.6 | -4.5 | -5.9
Cc1cc(S(C)(=O)=O)ccc1NCCOc1cccc(C#N)c1 | 0.8 | 3.8 | ·
Cc1ccccc1N1CCN(C(=O)c2cc(-c3ccccc3F)nn2-c2ccc(Cl)cc2)CC1 | -2.4 | -4.5 | -5.5
CCCCNC(=O)N(Cc1ccc(OS(=O)(=O)c2ccc(F)cc2)cc1)C(C)CC (stereo not given) | -6.4 | -1.5 | -2.9
Cn1c(C2CCN(S(C)(=O)=O)CC2)nn(CC(=O)Nc2cccc(C(F)(F)F)c2)c1=O | 1.8 | -1.1 | -4.7
NC(=O)C(Cc1ccccc1)NS(=O)(=O)c1ccc(F)c(F)c1F (stereo not given) | 8.5 | -8.0 | ·
CCN(C)CC1CCN(C(=O)CC2CCC(c3ccccc3)CC2)C1 (stereo not given) | 3.8 | -8.6 | ·
O=C(CCC(=O)Nc1cccc(C(=O)O)c1)N/N=C\c1coc2cc(Cl)ccc2c1=O | -1.6 | -3.8 | -4.1
Cc1c(Cl)c([N+](=O)[O-])nn1CC(=O)N1CCCC1 | 3.9 | 6.4 | ·
O=C(NN=Cc1ccc([N+](=O)[O-])o1)C1CCN(S(=O)(=O)c2cccs2)CC1 | -10.4 | 6.6 | ·
Brc1ccc2nc(NCCCn3ccnc3)sc2c1 | 4.0 | -1.3 | ·
Cc1ccc(C(=O)c2c(N)c(C(=O)Nc3cccc(C)c3)c3ccccn23)cc1 | -4.1 | -7.3 | -7.9
Cc1cc(C)nc(SCc2cc(=O)c(OC(=O)c3ccc(-c4ccccc4)cc3)co2)n1 | -6.4 | -3.2 | -4.0
CCc1nc2c(OCc3ccccc3OC)cccn2c1N(C)C(=O)c1ccco1 | 9.9 | -4.1 | -1.5
CCc1ccccc1OCCN1CCCC2(C1)CN(C)C(=O)O2 (stereo not given) | 9.8 | -5.8 | -13.4
CC1(C)CC2(CC(C)(C)NC(=O)N2)NC(=O)N1 | -3.9 | -8.0 | -2.0
CCCCn1c(CN(C)Cc2ncc(C)[nH]2)cnc1S(=O)(=O)C1CCCCC1 | 16.5 | -9.8 | ·
O=C(NC1CCCN(CCCc2ccccc2)C1)c1ccc2nccnc2c1 (stereo not given) | -3.4 | -6.5 | -8.8
CC(C)(CCN)c1ccccc1 | 14.2 | -4.8 | ·
COc1cc(NC(=O)Cn2nc(-c3ccc(F)cc3)oc2=O)c(OC)cc1Cl | 5.6 | -5.8 | ·
C=CCNC(=O)C[C@@H]1CCN(C(=O)Nc2ccccc2)C[C@@H]1CC | -7.5 | -5.4 | -7.7
CCC(=O)N1CCC1(C)C(=O)NCc1ccc(SC)cc1 (stereo not given) | 3.5 | -8.4 | -5.9
CC(C)N(C)Cc1nnnn1CC(=O)N(C)Cc1ccnc2ccccc12 | 16.0&17.4 | -10.3&-1.2 | -14.2&-3.7
CS(=O)(=O)NC1CCCC1c1ccc(Cl)cc1 (stereo not given) | 4.6 | -9.7 | -8.0
O=C(NC1CCCN(C(=O)c2cccs2)C1)c1cccc2ccnn12 (stereo not given) | 7.6 | -5.8 | -13.0
CC(C)Cc1noc(CN2C(=O)NC(C)(c3cccc(C#N)c3)C2=O)n1 (stereo not given) | 15.0 | -5.8 | -14.1
Cc1nnc(NC(=O)C(=O)N2CCN(C)c3ccccc3C2)s1 | -0.9 | -6.1 | ·
CC(C)(C)c1ccc(CC(=O)N2CCC2(C)C(=O)NC2CCCCC2)cc1 (stereo not given) | -1.7 | -7.2 | -4.0
Cc1cccc(CNC(=O)c2ccccc2NC(=O)CC2C(=O)N(C)C(=O)N2C)c1 (stereo not given) | 5.1 | -7.8 | ·
CCn1nnc2c(SCc3cccnc3)ncnc21 | 0.4 | -6.6 | ·
N=C(N)N1CCN(c2ccccc2)CC1 | 7.6 | -8.5 | ·
CN(C)c1ccc(NC(=O)c2cccc(N(C)C)c2)nc1 | -11.1 | 0.7 | ·
C=CCN(Cc1cccnc1)C(=O)c1nc2ccccc2s1 | -2.0 | -5.8 | -13.1
CN(C)C(=O)CN(C)S(=O)(=O)N(C)Cc1ccccc1 | -0.2 | -8.5 | ·
COc1ccccc1-c1nccn1-c1ccc(-c2ccn[nH]2)cc1 | 4.0 | -6.5 | -13.7
COc1ccc(-c2nnc(SCc3ccccc3OC)n2-c2ccccc2)cc1 | · | -5.5 | -3.7
COc1ccc(/C=C/CN2CCN(c3nccc4ccccc34)CC2)cc1 | 10.6 | -7.6 | ·
CCOc1ccc(-c2nc(COC(=O)c3nnn(-c4ccc(C)cc4)c3C)c(C)o2)cc1OC | 11.6 | -5.0 | -8.5
Nc1c(C(=O)CSc2nnnn2C2CCCC2)c(=O)[nH]c(=O)n1C1CC1 | 3.1 | -5.7 | ·
Cc1ccc(CNC(=O)C2(c3ccc(Cl)cc3)CCC2)n1C | -2.9 | 2.9 | 0.3
CCCc1c(C(=O)N2CCCC(C(=O)OCC)C2)cnn1Cc1ccccc1 (stereo not given) | 9.8 | -4.6 | -4.1
O=C1C2C3C=CC(C3)C2C(=O)N1Cc1ccoc1 (stereo not given) | 2.5 | -11.3 | -5.3
O=C(CN1CCN(Cc2nc3sccn3c2Br)CC1)N1CCCCC1 | -9.1 | -13.8 | ·
Cc1noc(C)c1S(=O)(=O)N1CCN(Cc2cccc(C(F)(F)F)c2)CC1 | -5.6 | -8.9 | ·
COc1ccc(NC(=O)c2c(C)c(C)c(C)n2Cc2cccc(C)c2)cc1OC | · | -3.3 | -9.5
CCn1cc(-c2c(-c3ccccc3)ncn2C(C)Cc2cnccn2)c(C)n1 (stereo not given) | 1.5 | -3.2 | ·
Cc1cccc(Cn2c(=O)c(C(=O)NCc3ccccn3)nn(-c3cccc(F)c3)c2=O)c1 | -3.1 | 4.7 | 1.9
Cc1cc(C)n(-c2ccc(CCNC(=O)C3CC3)cc2)n1 | 7.7 | -33.1 | ·
COCCNC(=O)c1cn(CC2CCCO2)cc2c(=O)n(-c3ccccc3)nc1-2 (stereo not given) | 4.1 | -5.5 | -6.6
COc1ccccc1CN1CCC(CN(CC(C)C)C(=O)c2csc(C(C)C)n2)CC1 | · | -1.6 | -6.9
Nc1ccc(C(=O)Oc2ccccc2)c(O)c1 | -8.2 | -4.5 | -3.4
CC(C)(C)CC(=O)N1CC(=O)N(CCOc2ccccc2)CC(O)C1 (stereo not given) | 2.0 | 1.5 | -6.7

Results in mcGAS lum and NPYLR7 ag (three entries from above):
molecule | mcGAS lum | NPYLR7 ag
COCCNC(=O)c1cn(CC2CCCO2)cc2c(=O)n(-c3ccccc3)nc1-2 (stereo not given) | -6.6 | 4.1
COc1ccccc1CN1CCC(CN(CC(C)C)C(=O)c2csc(C(C)C)n2)CC1 | -6.9 | ·
Nc1ccc(C(=O)Oc2ccccc2)c(O)c1 | -3.4 | -8.2

Rows are unselected; 0.27% or so of the library scored in one or more.
